# AI-2 QS modul: modulators of Vibrio harveyi AI-2 quorum sensing system; activity change, % at 7.5 µM; actives 0.4% (n = 300,000); AID 2094; Vibrio harveyi JMH597 AI-2 luminescence/OD600 ratio, 9 h; active compounds read low; strain lacks LuxN and CqsS sensors; 0 = neutral-control median; in the data active means activity change below about -75%, passing the limit was not always enough; inconclusive means no clear call, values can overlap the other calls;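 further: luminescence divided by OD600 gain over 9 h not by final OD600 alone; inactives centre near 13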
# aSyn UTR inh: 5' untranslated region of α-synuclein, MLPCN primary screen; alpha-synuclein 5'UTR reporter, inhibitor activity; inhibition, % (tested at 7.5 µM); actives 0.82% (n = 300,000); AID 1813; in the data active means inhibition above about 60%; inconclusive means no clear call, values can overlap the other calls;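 further: H4 neuroglioblastoma cells stably carrying SNCA 5'UTR luciferase fusion; 0% = DMSO wells and 100% = positive control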
# HSP90 refold inh: inhibitors of HSP90 luciferase refolding in rabbit reticulocyte lysate; luciferase refolding luminescence, 3 h; inhibition, % at 5.6 µM; actives 0.91% (n = 290,000); AID 1789;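 active means inhibition above the screen-wide mean plus 3 SD, computed separately per campaign, cut at about 16% in these data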;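 further: 0% = DMSO wells and 100% = 60 µM geldanamycin wells; inhibitors lower the luminescence because luciferase stays unfolded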
# KLF5 inhibitor: inhibitors of KLF5 expression; DLD-1 KLF5 promoter-luciferase reporter, luminescence; actives 0.23% (n = 290,000); inhibition, % at 5 µM;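 active means inhibition above a per-plate limit of that plate's mean compound inhibition plus 3 SD, cut at about 60% in these data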;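 further: 0% = DMSO wells and 100% = LY294002 at 200 µM; higher means less KLF5 promoter-driven luciferase light; inactives centre near -14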
# HDAC3 inh: blocks human histone deacetylase 3 | actives 0.15% (n = 320,000) | recombinant HDAC3, fluorogenic peptide/trypsin coupled, fluorescence | AID 2718 | inhibition, % at 8.3 µM | O15379; in the data active means inhibition above about 26%, passing the limit was not always enough; inconclusive means no clear call, values can overlap the other calls
# Target sequence (O15379 whole entry, looked up): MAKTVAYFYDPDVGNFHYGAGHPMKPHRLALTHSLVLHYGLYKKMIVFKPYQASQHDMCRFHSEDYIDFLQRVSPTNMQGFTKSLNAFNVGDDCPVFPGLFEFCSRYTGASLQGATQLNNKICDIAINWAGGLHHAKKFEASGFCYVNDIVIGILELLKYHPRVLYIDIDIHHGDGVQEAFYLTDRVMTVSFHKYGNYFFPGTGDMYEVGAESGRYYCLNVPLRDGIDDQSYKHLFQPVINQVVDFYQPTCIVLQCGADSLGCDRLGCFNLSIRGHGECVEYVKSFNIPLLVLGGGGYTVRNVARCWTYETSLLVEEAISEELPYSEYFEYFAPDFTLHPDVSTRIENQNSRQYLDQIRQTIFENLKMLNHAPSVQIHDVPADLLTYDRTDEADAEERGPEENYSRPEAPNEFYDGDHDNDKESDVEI
# Platelet DG rel: modulates dense granule release in human platelets; human platelet-rich plasma, SFLLRN dense granule ATP release, luminescence; inhibition, %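 (compounds screened at 7.5 µM in platelet-rich plasma)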; actives 0.22% (n = 300,000);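 active means mean replicate score, as percent of positive control, at or above 50; inconclusive means mean below 50 but at least one replicate at or above 50; inactive means mean and every replicate below 50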
# HIF activator: HIF pathway transcriptional activation | actives 0.32% (n = 300,000) | activation, % at 7.5 µM (by protocol) | U2OS HRE-luciferase reporter, luminescence; normalized: DMSO 0%, desferrioxamine 100%;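 active means mean activation of at least 10% of the iron chelator positive control signal, with at least half of replicates also reaching 10%; inconclusive means mean and replicate majority disagree about reaching 10%; inactive means mean and most replicates under 10%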
# HSF1 activator: increases HSF-1 driven luciferase reporter signal. NIH3T3-HGL HSF-1 luciferase reporter, MG132, 8 h; 100% = twice DMSO control signal. activation, % at 9 µM. actives 1.7% (n = 300,000). AID 504408;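 active means mean replicate activation of at least 50% with a set share of replicates each reaching 50%; inconclusive means only one of those two conditions met; inactive means mean below 50% and too few replicates reaching it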;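 further: 0% = median of the neutral control wells and 100% = twice that signal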
# IEC-6 cytotox: IEC-6 cytotoxicity, counter-screen for KLF5 inhibitors; luminescence viability; inhibition, % at 5 µM; actives 0.78% (n = 290,000); AID 1825; in the data active means inhibition above about 22%;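 further: 0% = plate median of test compound wells and 100% = cytotoxic reference compound wells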
# HSF1 inh: HSF1 inhibition. NIH3T3-HGL HSE-luciferase, MG132-induced, luminescence 8 h; active compounds read low. activity change, negative = inhibition, % at 7.5 µM (by protocol). actives 0.77% (n = 300,000). AID 2098;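 active means more than half of replicate wells show activity change below -50%, luminescence cut by over half; inconclusive means some wells, but at most half, below -50%; inactive means no replicate well below -50%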;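 further: luciferase reports HSF-1 transcriptional activity via heat shock element; 0% = median of DMSO wells and -100% = zero luminescence signal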
# Numbers without * were called inactive; u = inconclusive; x = no result given. Hits appear at their usual frequency. About 5% of those tested had a hit in this group.
SMILES,AI-2 QS modul,aSyn UTR inh,HSP90 refold inh,KLF5 inhibitor,HDAC3 inh,Platelet DG rel,HIF activator,HSF1 activator,IEC-6 cytotox,HSF1 inh
CC(=O)OC1c2ccccc2C(=O)N1c1ccccc1C (stereo not drawn),13,8,2,-18,4,5,-0.1,-10,2,-7
CC(C)N1C(=O)C2(OCCCO2)c2cc(Br)ccc21,10,1,-1,1,-1,5,-21,-26,3,-7
CCOC(=O)C1(Cc2cccc(OC)c2)CCN(CC(O)CO)CC1 (stereo not drawn),19,10,5,-21,x,0,-0.1,5,2,7
CCCCC(CC)CNC(=O)CCS(=O)(=O)c1cccc2nsnc12 (stereo not drawn),19,21,-1,-12,1,9,-0.5,1,2,1
O=C(COc1ccccc1Cl)N(Cc1ccco1)C1CCS(=O)(=O)C1 (stereo not drawn),27,0,5,-3,-3,-2,0.0,0,2,-9
O=C(CC1C(=O)NCCN1C(=O)Nc1ccccc1)Nc1ccc2c(c1)OCO2 (stereo not drawn),4,4,-4,4,5,-4,-0.2,8,-1,11
COc1ccc(OC)c(NC(=O)c2ccc(NC(C)=O)cc2)c1,29,-9,2,10,-2,-2,-2.1,-1,3,-3
COc1cccc(NC(=O)c2cc(-c3ccc(C)o3)nc3ccccc23)c1,11,-7,0,-17,u,1,0.1,8,-5,10
NS(=O)(=O)c1ccc(CCNC/C=C/c2ccccc2)cc1,-2,6,5,13,-2,2,0.6,-2,-4,-6
COCCNC(=O)CN1CCOc2ccccc21,16,-4,-1,-22,11,0,-0.5,6,-10,3
O=C(Nc1nc2ccccc2n1CCN1CCOCC1)c1ccc(Cn2cc([N+](=O)[O-])cn2)o1,10,5,-2,-9,-3,23,0.0,5,3,2
c1csc(-c2nn3c(C4COc5ccccc5O4)nnc3s2)c1 (stereo not drawn),7,-31,1,-9,3,-2,1.6,x,-3,x
COc1cccc(C(C(=O)NC2CCCCC2)N(Cc2ccco2)C(=O)c2ccccn2)c1 (stereo not drawn),0,3,3,-8,-3,u,0.1,18,-1,7
CCCc1cc2c(cc1NC(=O)c1ccc(Br)cc1)OCO2,3,37,-1,-18,2,1,0.0,-3,1,-3
COc1ccc(CC(=O)N(C)C2CCCCC2)cc1S(=O)(=O)N1CCOCC1,11,5,1,-19,-2,-3,-0.3,30,-2,8
Cc1ccc(C(O)C(=O)c2ccco2)cc1 (stereo not drawn),22,-2,x,x,-5,4,-2.1,-10,x,-2
O=C(C1CCC(=O)N(C2CCCC2)C1)N1CCN(Cc2cccc(Cl)c2)CC1 (stereo not drawn),38,-1,6,-34,4,5,-0.7,15,7,-7
COc1ccc(N2CCN(CCCNC(=O)Cn3c(=O)c4cccn4c4cccnc43)CC2)cc1,23,-15,-4,-53,1,-8,0.4,4,-11,1
O=C(NC1CCCC1)c1cccc(Oc2ccccc2)c1,12,-53,-2,-24,-8,-9,0.3,16,-7,10
CCC(C)(C(=O)NC1CCCC1)N(C(=O)CC1NC(=O)NC1=O)c1c(C)n(C)n(-c2ccccc2)c1=O (stereo not drawn),16,4,-2,-3,7,0,0.8,-3,0,-6
COc1ccc(/C=C2/C(=O)N(CC3CCCO3)C(=S)N2C)c(OC)c1 (stereo not drawn),20,13,3,-5,4,-37,-1.6,3,1,-5
CCOc1cccc(C(=O)N/N=C/c2ccoc2)c1,33,x,2,-66,6,x,x,x,7,x
COC(=O)C1CCCCN1C(=O)CCc1nnc(CCc2c[nH]c3ccccc23)o1 (stereo not drawn),3,-4,-3,-14,1,-7,-0.2,9,5,5
Cn1cccc1C(=S)N=P(C1CCCCC1)(N1CCOCC1)N1CCOCC1,36,-1,-3,2,2,12,-0.1,1,2,-4
CN(C)c1nc(NCc2ccccc2)nc(N/N=C/c2ccc3c(c2)OCO3)n1,57,-20,3,0,0,2,0.0,2,9,0
COc1ccc(-c2cc(=O)oc3cc(OCC(=O)NCC(O)c4ccccc4)ccc23)cc1 (stereo not drawn),-2,16,-3,-3,0,2,0.0,5,1,2
CCOC(=O)CCc1nc2ccccc2[nH]c1=O,39,14,1,-19,x,-11,0.6,11,3,-9
O=C(C(c1ccccc1)c1ccccc1)N1CC[C@@]2(O)CCCC[C@H]2C1,24,8,1,-1,0,-4,0.0,5,10,1
CC(=O)NCCOc1nc(N(C)C)nc(N2CCOCC2)n1,13,6,0,-10,7,x,-0.2,14,3,-5
COc1ccc(-n2nnc3c(SCC(=O)Nc4ccc5c(c4)OCCO5)ncnc32)cc1,x,x,1,-18,6,x,x,x,8,x
COC(=O)CSc1nc2ccc(NC(=O)CSc3nnnn3Cc3ccccc3)cc2s1,11,-16,4,7,-4,3,-0.4,29,1,22
CN(C(=O)CSc1ncnc2sc(-c3ccccc3)cc12)C1CCS(=O)(=O)C1 (stereo not drawn),8,-31,-7,-27,2,0,0.0,32,0,2
Cn1c(C(=O)NC2CCCCCC2)cc2c(=O)n(C)c3ccccc3c21,27,-25,-1,-31,3,6,0.7,13,3,7
Cc1ccc(CSc2ccc(-c3ccc4c(c3)OCO4)nn2)cc1,21,-2,-1,-32,1,-21,1.3,33,-2,11
CC1C(=O)N(c2ccc(S(=O)(=O)N(C)C)cc2)C1(/C=C/c1ccccc1)C(=O)NC1CCCC1 (stereo not drawn),20,7,-7,4,-1,6,-0.3,-14,-6,4
COc1ccc(-c2cc(C(=O)N3CCN(Cc4ccc5c(c4)OCO5)CC3)on2)cc1OC,15,2,-4,-21,-1,2,0.4,-6,1,-2
CCOC(=O)C(Cc1cc(C(C)=O)ccc1OCC)C(=O)OCC,-6,11,6,-13,-2,-3,-0.2,20,3,9
CC(=O)N1CCN(c2ccc(NC(=O)c3ccccc3)cc2)CC1,24,-106,0,-60,8,x,0.7,13,1,8
COCCNC(=S)NCc1ccc2[nH]c3c(c2c1)CCCC3,19,33,2,-12,-1,12,0.2,11,5,3
S=C(NCCCN1CCOCC1)Nc1cccc(Cl)c1,19,5,-3,-7,2,-2,0.3,0,-1,2
CC(C)(C)OC(=O)[C@H](Cc1ccccc1)NC(=O)c1nc[nH]c1C(=O)NC1CCNCC1,19,-5,x,x,-1,-5,-0.3,-8,x,-3
CCN1/C(=C\C=C(C(C)=O)C(C)=O)Sc2ccccc21,20,-17,1,-11,u,1,-0.2,11,5,1
Cc1ccc(C)c(NC(=O)CCN2CCC(C)CC2)c1,-6,-18,3,-20,-10,-2,-0.4,1,5,-5
CCOc1ccccc1NC(=O)CCc1ccc(C)o1,16,20,1,-9,-2,8,-0.1,13,-2,-2
CN(CC(=O)Nc1ccc(F)c(F)c1F)c1ncnc2sccc12,-4,5,-2,-11,1,1,0.8,-3,-5,-6
CC(C)(C)OC(=O)N[C@@H](Cc1ccccc1)c1nnc(SCC(N)=O)o1,12,-14,-2,-35,0,5,0.1,5,3,5
CC(C)OC(=O)CCCCCN1C(=O)CSC1=S,10,-1,-1,10,5,-1,-0.1,2,-1,8
O=C(NCc1cccs1)C1CCCN(S(=O)(=O)c2ccc3c(c2)OCO3)C1 (stereo not drawn),7,8,-5,-21,3,-1,-0.1,-2,-3,-1
COc1ccc2cc3cc(C(=O)NCC4COc5ccccc5O4)oc3nc2c1 (stereo not drawn),19,-16,1,-21,-45,3,1.1,2,-7,0
N#CC1=C(N)Oc2cc(O)c(C=Nc3ccccc3)cc2C1c1ccccc1 (stereo not drawn),9,-32,-1,-22,0,-1,0.5,31,-3,10
CSc1cccc(NC(=O)c2cnccn2)c1,4,-69,0,-57,0,-5,1.7,21,0,3
CC(=O)c1ccc(NC(=S)NCCCN2CCOCC2)cc1,18,-15,1,16,-1,0,0.6,-9,-1,-4
COC(=O)c1c(N)sc2c1CCN(c1ncc(C(F)(F)F)cc1Cl)C2,-9,19,5,-4,5,4,-0.3,22,-1,-3
CCc1cc2c(SCC(=O)N(CC)c3c(N)n(Cc4ccccc4)c(=O)[nH]c3=O)ncnc2s1,15,-23,4,0,0,-4,-0.5,-3,0,-10
CSc1ccccc1NC(=S)Nc1ccccc1C(F)(F)F,8,-11,2,-28,-9,-1,1.8,-4,-1,6
CC1=NC(Nc2nc(C)c3ccccc3n2)=NC(C)(C)C1,34,-4,-3,-9,-7,9,-0.4,-10,3,-5
Cc1ccc2nc(NC(=O)c3ccc(OCC4CCCO4)cc3)sc2c1 (stereo not drawn),18,-42,-2,68*,-1,-19,1.8,57*,-8,11
C[C@@H](NC(=O)C1(c2ccccc2)CCN(C(=O)OC(C)(C)C)CC1)C(=O)N[C@@H](Cc1ccccc1)C(=O)O,32,-25,3,-12,7,0,0.1,9,4,-5
CC1CCN(Cc2ccc(NC(=O)CC3Oc4ccccc4NC3=O)cc2)CC1 (stereo not drawn),14,-24,-1,-16,4,2,x,-7,-1,-1
COC(=O)c1ccccc1NC(=O)c1noc2c1CCC2,27,-55,x,x,6,2,0.4,-8,x,2

# Profiles from above. Screens in order: AI-2 QS modul, aSyn UTR inh, HSP90 refold inh, KLF5 inhibitor, HDAC3 inh, Platelet DG rel, HIF activator, HSF1 activator, IEC-6 cytotox, HSF1 inh
# Shown for COc1ccc2cc3cc(C(=O)NCC4COc5ccccc5O4)oc3nc2c1 (stereo not drawn) = 19, -16, 1, -21, -45, 3, 1.1, 2, -7, 0
# Shown for Cc1ccc2nc(NC(=O)c3ccc(OCC4CCCO4)cc3)sc2c1 (stereo not drawn) = 18, -42, -2, 68*, -1, -19, 1.8, 57*, -8, 11
# Shown for COC(=O)c1c(N)sc2c1CCN(c1ncc(C(F)(F)F)cc1Cl)C2 = -9, 19, 5, -4, 5, 4, -0.3, 22, -1, -3

# More results
SMILES,AI-2 QS modul,aSyn UTR inh,HSP90 refold inh,KLF5 inhibitor,HDAC3 inh,Platelet DG rel,HIF activator,HSF1 activator,IEC-6 cytotox,HSF1 inh
O=S(=O)(Nc1ncccn1)c1ccc(NC(=S)N2CCN(Cc3ccc(F)cc3Cl)CC2)cc1,37,3,1,-11,13,-1,1.4,21,-4,10
COC(=O)c1ccc(Cn2nnc3c(=O)[nH]c(C4CCCN(S(=O)(=O)c5ccccc5Cl)C4)nc32)cc1 (stereo not drawn),6,4,-3,-4,u,8,-0.6,5,0,4
Cc1ccc(C(=O)N2N=C3c4ccccc4S(=O)(=O)N3[C@H]2N(C)C)cc1,-4,16,1,-35,-5,-7,0.2,-1,1,-4
Nc1nnn(CC(=O)N/N=C/c2ccc(O)cc2)n1,5,6,7,-6,0,5,0.1,-2,7,-2
CC(=O)Nc1ccc(S(=O)(=O)Nc2nc3cc4c(cc3nc2Cl)OCCO4)cc1,18,-2,1,-7,-25,-7,-3.0,0,-2,-4
COc1cccc(C(=O)O/N=C(\N)c2ccncc2)c1,25,32,0,-62,6,8,-0.3,13,-5,-2
O=S(=O)(NCCOc1ccc(F)cc1)c1ccc2c(c1)OCCO2,73,-6,5,4,4,-2,0.4,20,1,-5
COC(=O)C1=C(C)C(c2cccs2)NC(=O)N1C (stereo not drawn),3,0,1,8,-2,2,-0.6,7,5,2
Cc1nc(-c2nc(C(=O)NNS(C)(=O)=O)cs2)cs1,19,-1,2,0,3,5,-0.3,-4,4,-8
CCOC(=O)C1C(c2ccc(C)o2)NC(=O)NC1(O)C(F)(F)F (stereo not drawn),13,-19,-2,-18,-1,8,-0.5,-2,-5,-1
CC(C)(C)C(=O)Nc1nnc(SCC(=O)NC2CC2)s1,10,-5,-5,-3,2,1,0.3,1,-12,3
